High-throughput results: PubChem, several laboratories
PrPC surface inh – inhibitors of human cell surface prion protein PrPC | TR-FRET read-out | inhibition, % at 13.8 µM | 0.43% of 370,000 active | AID 720596; in the data active = inhibition above about 24%; also: 0% = median of the test wells and 100% = reference compound wells
Mtb UGM inh – Mtb UDP-galactopyranose mutase inhibition | P9WIQ1 | AID 504406 | purified UGM, fluorescence polarization probe displacement | 0.06% of 320,000 active | inhibition, % at 10 µM; in the data active = inhibition above about 10%, passing the limit was not always enough; inconclusive = no clear call, values can overlap the other calls
Target sequence (P9WIQ1 whole entry, looked up): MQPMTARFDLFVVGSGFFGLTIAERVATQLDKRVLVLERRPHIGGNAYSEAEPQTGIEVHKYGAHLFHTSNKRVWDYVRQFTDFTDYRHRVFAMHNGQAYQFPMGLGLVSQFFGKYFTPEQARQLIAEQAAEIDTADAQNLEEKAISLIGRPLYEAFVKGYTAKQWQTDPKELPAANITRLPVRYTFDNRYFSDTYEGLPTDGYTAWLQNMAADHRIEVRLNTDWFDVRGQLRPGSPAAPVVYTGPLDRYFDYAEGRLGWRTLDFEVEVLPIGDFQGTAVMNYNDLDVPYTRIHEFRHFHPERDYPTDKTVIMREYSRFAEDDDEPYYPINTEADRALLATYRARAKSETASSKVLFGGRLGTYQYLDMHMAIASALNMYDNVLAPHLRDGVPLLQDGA
FadD28 binding – M. tuberculosis FadD28 bisubstrate binding inhibition. FadD28 bisubstrate probe binding, fluorescence polarization. inhibition, % at 12.5 µM. 0.22% of 360,000 active; in the data active = inhibition above about 8.5%, passing the limit was not always enough; inconclusive = no clear call, values can overlap the other calls
BioA inh – inhibitors of Mycobacterium tuberculosis BioA enzyme. inhibition, % at 9.99 µM. 0.096% of 360,000 active. purified M. tuberculosis BioA enzyme, plate reader; in the data active = inhibition above about 40%; inconclusive = no clear call, values can overlap the other calls
FBA Mtb inh – Mtb fructose-bisphosphate aldolase inhibition | P9WQA3 | purified M. tuberculosis FBA, fluorescence read-out | inhibition, % at 1 µM | 2.3% of 360,000 active | AID 588726; in the data active = inhibition above about 27%;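 also: 0% = vehicle and 100% = reference inhibitor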
Target sequence (P9WQA3 whole entry, looked up): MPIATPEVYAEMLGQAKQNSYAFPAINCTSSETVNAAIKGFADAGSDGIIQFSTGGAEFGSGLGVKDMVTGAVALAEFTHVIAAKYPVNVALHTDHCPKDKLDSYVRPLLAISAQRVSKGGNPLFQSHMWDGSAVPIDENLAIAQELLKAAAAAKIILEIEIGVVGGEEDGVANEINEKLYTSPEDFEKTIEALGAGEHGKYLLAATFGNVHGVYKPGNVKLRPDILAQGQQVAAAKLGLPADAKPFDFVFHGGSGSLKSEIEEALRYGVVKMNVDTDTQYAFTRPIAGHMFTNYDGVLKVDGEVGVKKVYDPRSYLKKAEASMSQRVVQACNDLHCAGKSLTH
BoNT-F LC inh – inhibitors of Botulinum neurotoxin F light chain protease; Multiplex microsphere protease cleavage assay, flow cytometry; inhibition, % at 10 µM; 0.22% of 360,000 active; AID 588497; in the data active = inhibition above about 35%, passing the limit was not always enough; inconclusive = no clear call, values can overlap the other calls; also: plate controls were buffer without enzyme for full effect and enzyme alone for no effect
MazEF act – MazEF (E. coli) toxin RNase activation; 0.32% of 350,000 active; activation, % at 20 µM; AID 504720; FAM/BHQ RNA-DNA oligo cleavage fluorescence, 5 h; P0AE70; in the data active = activation above about 50%
Target sequence (P0AE70 whole entry, looked up): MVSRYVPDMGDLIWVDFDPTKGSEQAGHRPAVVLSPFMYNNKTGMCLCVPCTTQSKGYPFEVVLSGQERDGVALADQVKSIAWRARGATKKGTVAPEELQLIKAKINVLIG
GDH-TPI inh – GDH-TPI coupled enzyme inhibition counter-screen | inhibition, % at 4.8 µM | AID 588335 | 1.2% of 360,000 active | GDH-TPI coupled enzyme counterscreen, NADH absorbance; in the data active = inhibition above about 30%;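 also: 0% = DMSO wells and 100% = wells lacking the enzyme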
Rv3671c protease – Rv3671c (M. tuberculosis) protease inhibition. P9WHR9. inhibition, % at 5.96 µM. 0.048% of 320,000 active; in the data active = inhibition above about 38%;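 also: extracellular domain of Rv3671c used as enzyme; 0% = enzyme with DMSO and 100% = no enzyme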
* marks the source's active call; other numbers are inactive results; ? = inconclusive; . = not tested or not shown.

structure	PrPC surface inh	Mtb UGM inh	FadD28 binding	BioA inh	FBA Mtb inh	BoNT-F LC inh	MazEF act	GDH-TPI inh	Rv3671c protease
CCN(C(=O)COC(=O)c1cc(S(=O)(=O)N2CCc3ccccc32)ccc1OC)C1CCS(=O)(=O)C1 (stereo not given)	4	-0.6	-2.2	.	4	-1	9	-3	-5
CN1C(=O)CSc2ccc(C(=O)O)cc21	0	4.9	1.4	-1.5	5	-3	8	2	-4
COC(=O)CN1C(=O)COc2ccc(S(=O)(=O)N3CCCCCC3)cc21	-1	-0.4	0.1	-3.7	5	-2	2	3	5
COc1ccc(C(=O)N2CC3(C)CC2CC(C)(C)C3)cc1OC (stereo not given)	2	0.8	-1.8	-0.3	-3	3	-10	12	3
O=C(CCOc1ccccc1)Nc1ccccc1F	.	-1.5	-1.1	-1.0	7	-13	3	-3	3
CCCS(=O)(=O)N1CCC(C(=O)NCCCOC)CC1	-6	-0.8	1.2	.	-3	.	1	0	-2
COc1cccc(OCCCCCCN2CCOCC2)c1	7	-3.7	-3.2	3.4	0	-2	2	-11	6
Cn1c(CN2CCCCC2)nc2cc(NC(=O)c3cccc(Br)c3)ccc21	-3	-3.4	-0.8	-1.6	3	-8	-12	7	3
CCc1ccc(OCC(=O)N/N=C/c2cc([N+](=O)[O-])ccc2N2CCCCCC2)cc1	-6	-0.1	-6.3	-0.7	-1	-2	2	3	-17
CCn1cnc2scc(-c3ccc(OC)cc3)c2c1=O	-6	2.1	-4.8	2.9	3	?	2	1	0
CC1CCCN(CCOCCSc2ccccc2)C1 (stereo not given)	-6	2.3	0.9	.	2	8	6	1	0
COCCNC(=O)c1cccc(C)c1[N+](=O)[O-]	-2	-2.7	-2.3	8.4	0	1	2	-5	8
CC(=O)c1cccc(NC(=O)NC2CC3CCCC(C2)N3CC(C)C)c1 (stereo not given)	3	0.9	1.5	-1.7	-1	16	1	-2	-7
O=C(NNc1nc(N2CCCC2)nc(N2CCCC2)n1)c1ccccc1	0	.	-3.3	-0.8	-2	-13	2	-4	.
COc1ccc(N(CC(=O)N2CCOCC2)S(C)(=O)=O)cc1	-1	-1.1	-2.0	14	0	.	7	7	1
CCC1(CC)NC(=S)N(Nc2ccccc2)C1=O	-2	2.1	-3.8	0.2	1	-3	-3	-4	-9
CCC(Oc1ccccc1)C(=O)OCC(=O)Nc1c(C)nn(-c2ccccc2)c1C (stereo not given)	-4	.	-4.4	1.9	-1	-3	0	-2	.
Cc1cccc(C)c1NS(=O)(=O)c1ccc2c(c1)C(=O)c1ccccc1C2=O	-1	0.9	-2.1	-1.4	-2	7	9	4	3
CCCCCC(=O)NC(=S)NC1C2CC3CC(C2)CC1C3 (stereo not given)	9	0.2	-1.4	.	2	?	-14	-5	-2
CCCc1nc(SCC(=O)Nc2nnc(CC)s2)c2c(=O)n(C)c(=O)n(C)c2n1	2	-0.1	-2.2	-1.2	0	8	-26	1	-3
COc1ccc(C2=NS(=O)(=O)N(C)C(C(=O)NCc3ccc(F)cc3)=C2)cc1OC	-25	-0.2	-0.6	0.5	0	-8	10	23	2
Cc1ccccc1OC1(C)CCN(Cc2ccc(-c3ccccn3)cc2)C1 (stereo not given)	-8	.	0.3	-0.8	-1	-5	.	6	.
Cc1cc(C)c2c(=O)[nH]c(SCC(=O)c3ccc(C(C)C)cc3)nc2n1	1	8.8	-4.1	-1.7	0	5	11	-10	2
O=C(CSCc1cc(=O)[nH][nH]1)Nc1ccc(F)cc1	-7	-0.2	-2.7	.	-6	-3	1	0	-12
CCOc1ccc2nc(N=Nc3c(O)[nH]c(=S)[nH]c3=O)sc2c1	-18	1.4	?	.	-19	-7	1	6	5
COC(=O)N(c1ccccc1)P(=O)(Oc1ccccc1)Oc1ccccc1	6	-1.4	-0.4	-0.4	-2	-11	10	-10	4
O=C(NCC1CCCO1)c1nn2c(C(F)(F)F)cc(-c3ccco3)nc2c1Cl (stereo not given)	-3	-0.7	-4.5	-1.5	-4	2	8	7	0
COC(=O)c1c(C)[nH]c(C(=O)OC(C)C(=O)N2CCOCC2)c1C (stereo not given)	0	-1.5	-3.0	0.3	-2	-24	8	-2	-6
N#C/C(=C\c1c(Oc2ccccc2Cl)nc2ccccn2c1=O)C(=O)NC1CCS(=O)(=O)C1 (stereo not given)	-7	-0.3	-4.3	1.7	15	-1	4	3	-3
Cc1nc(Nc2ccc3c(c2)OCCO3)c2oc3ccccc3c2n1	-2	0.3	-1.7	6.9	3	-4	2	13	-9

Copied from the list.
`CCCCCC(=O)NC(=S)NC1C2CC3CC(C2)CC1C3` (stereo not given) in GDH-TPI inh shows -5
`CN1C(=O)CSc2ccc(C(=O)O)cc21` in FBA Mtb inh shows 5

Going on with the list.
structure	PrPC surface inh	Mtb UGM inh	FadD28 binding	BioA inh	FBA Mtb inh	BoNT-F LC inh	MazEF act	GDH-TPI inh	Rv3671c protease
CN1CCN(/N=C/c2c[nH]c3ccccc23)CC1	2	0.6	0.2	-0.8	-3	?	4	6	7
CCCn1c(SC(C)C(=O)NCC2CCCO2)nc2sc(CC)cc2c1=O (stereo not given)	-4	-1.2	-0.4	-0.8	1	-4	1	6	-5
COc1ccc(C(=O)Cn2c(C(=O)/C=C/c3ccccc3)nc3ccccc32)cc1	12	0.0	-1.7	-1.1	-3	5	-13	32*	-4
CC(C(=O)O)n1cc(C#N)c(=O)[nH]c1=O (stereo not given)	0	.	-5.2	-0.1	-2	-7	6	-2	.
COc1cc(C=O)ccc1OCC(=O)Nc1cccc(S(=O)(=O)N(C)c2ccccc2)c1	1	0.8	-6.9	-0.7	-1	.	-1	3	-9
CCc1ccc(N(CC)C(=O)c2cn(C)c(=O)c3ccccc23)cc1	1	-3.9	-2.4	1.5	5	-11	1	5	3
CC1CCC2C(=O)N(c3ccc(C(=O)Oc4cccc5cccnc45)cc3)C(=O)C2C1 (stereo not given)	-5	-1.0	-1.4	.	1	-27	-9	1	6
COc1cccc(-n2c(SCC(=O)NC3CCS(=O)(=O)C3)nc3ccccc3c2=O)c1 (stereo not given)	-1	.	-6.0	10	3	-6	1	7	9
CCOc1c(Br)cc(CNc2ncn[nH]2)cc1OC	2	-1.3	-1.2	-0.9	-2	-3	4	5	-1
CC(=O)c1ccc(OC(=O)/C=C/c2ccccc2)cc1	-3	0.1	-2.4	0.8	-3	-2	7	7	-4
C=CCn1c(SC)nc2sc3c(c2c1=O)CCc1ccccc1-3	3	-0.2	-3.8	.	-3	1	-27	8	-1
CN1CCN(C(=S)NC(=O)c2ccc(Cl)cc2)CC1	4	.	-0.7	.	3	1	-5	11	.
c1coc(CNc2nc3sc4c(c3c3ncnn23)CCCC4)c1	4	0.7	-0.8	-0.6	7	-4	0	9	8
Cn1c(SCC(=O)Nc2sccc2C#N)nnc1-c1ccccc1	9	2.1	0.6	1.0	0	3	-17	7	2
Cc1ccc(NC(=O)NCc2ccccn2)cc1	-3	1.7	-1.3	-0.7	3	-3	6	4	-10
Cc1ccccc1-n1ncc2c1CC(C)(C)CC2NC(=O)C1CCC1 (stereo not given)	1	0.0	-4.0	-1.9	-6	-4	1	-2	6
Cn1nc(C(=O)NCCN2CCOCC2)c2ccccc2c1=O	3	1.5	0.5	.	0	-8	6	1	3
CC(=O)Nc1ccc(C(=O)NC2CCCC2)cc1	1	-0.6	-5.1	-0.6	-2	6	5	-6	2
COc1ccc(C2C(C(=O)c3ccco3)=C(O)C(=O)N2CCc2ccccc2)cc1OC (stereo not given)	3	1.1	1.1	36	0	29	0	27	2
COC(=O)c1ccc(COc2ccc(NC(C)=O)cc2)o1	-5	-2.2	-0.4	.	-6	?	-8	-15	-7
COc1ccc(S(=O)(=O)N2CCC(C(=O)c3ccc4c(c3)OCCO4)CC2)cc1	-2	-1.1	-3.8	-0.9	2	4	5	-7	-17
O=C(CCn1cccn1)Nc1ccc2c(c1)OCO2	2	1.2	-1.9	1.9	4	2	9	-10	3
COc1ccc(N2CCN(C(CNC(=O)C3CCCCC3)c3cccnc3)CC2)cc1 (stereo not given)	3	2.4	-1.9	0.5	1	6	-5	-9	-4
Cc1ccc(N2CC(C(=O)Nc3nnc(SCC(N)=O)s3)CC2=O)cc1 (stereo not given)	-4	2.7	-3.0	-0.9	-2	9	3	-8	1
COCCNC(=O)COc1ccccc1Cl	4	-1.9	0.0	-1.8	1	1	6	1	-9
CCOc1ccc(CSC(CC(=O)O)C(=O)O)cc1 (stereo not given)	0	-1.2	-2.4	-1.9	-1	-1	0	2	0
O=C(NN=C1CCCCCCCCCCC1)c1ccncc1	-4	-0.3	-0.8	-0.9	-2	-4	-4	2	-7
CCC/C=N/NC(=O)C1COc2ccccc2O1 (stereo not given)	6	-0.8	-1.8	.	-1	-5	7	3	2
COc1ccc(Cl)cc1Nc1nc(-c2sc(NC(=O)CC(C)C)nc2C)cs1	-3	1.7	-4.8	0.6	-1	-12	-5	8	11
O=C(CN1C(=O)C2CCCCC2C1=O)Nc1ccccc1C(=O)O (stereo not given)	7	1.4	-2.9	-0.2	4	4	-13	-8	-4

Two compounds drawn at random from those above, as already listed:
structure	PrPC surface inh	Mtb UGM inh	FadD28 binding	BioA inh	FBA Mtb inh	BoNT-F LC inh	MazEF act	GDH-TPI inh	Rv3671c protease
CC(=O)Nc1ccc(C(=O)NC2CCCC2)cc1	1	-0.6	-5.1	-0.6	-2	6	5	-6	2
CCc1ccc(N(CC)C(=O)c2cn(C)c(=O)c3ccccc23)cc1	1	-3.9	-2.4	1.5	5	-11	1	5	3

Further records.
structure	PrPC surface inh	Mtb UGM inh	FadD28 binding	BioA inh	FBA Mtb inh	BoNT-F LC inh	MazEF act	GDH-TPI inh	Rv3671c protease
COc1c2ccoc2c(OC(C)=O)c2oc(C)cc(=O)c12	-12	-4.9	-2.2	0.1	-1	-11	5	4	8
CC(=O)n1c(-c2ccccc2)c(-c2ccccc2)n(C)c1=O	5	2.3	0.0	.	50*	-1	-2	-4	-2
COc1ccc(S(N)(=O)=O)cc1C(=O)OCC(=O)N1c2ccccc2NC(=O)C1(C)C	1	1.8	-1.8	0.7	5	-6	4	10	-6
COC(=O)c1nn(Cc2ccccc2)c(=O)c2ccccc12	2	-0.4	0.4	-0.2	-1	14	-3	7	-2
CC1=C(C)CC(C(=O)NCc2cccc(Cl)c2)C(C(=O)O)C1 (stereo not given)	-4	-1.4	1.4	-3.0	6	7	.	9	5
COc1ccc(/C=N/Nc2nc(C(=O)O)cs2)cc1	7	-1.8	3.9	3.1	0	8	3	34*	6
COc1ccc(-n2c(C)cc(/C=C3\SC(=O)NC3=O)c2C)cc1	5	1.0	1.5	-2.4	1	18	-8	0	-17
COc1ccc(-c2noc(CCC(=O)NCCN(C)Cc3ccccc3)n2)cc1	0	-0.4	-0.6	-0.5	0	0	0	9	6
CCCN(c1nc(C)cc(OC)n1)S(=O)(=O)c1ccccc1	0	-1.0	0.1	0.8	-2	3	4	2	4
O=C(NCCc1ccccc1)C(=O)NCC1CCCN1S(=O)(=O)c1cccs1 (stereo not given)	9	2.1	-1.4	-1.7	2	5	-5	2	-9
CC(C)(C)NC[C@@H](O)COc1cccc2c1CCCC2=O	7	-0.3	-0.5	0.0	2	-11	10	0	0
Cc1ccc(NP(=O)(Nc2ccc(C)cc2)Nc2ccc(C)cc2)cc1	-3	-1.0	-1.2	2.0	1	0	-1	0	1
COc1ccc(N(CC(=O)NC2CCCC2)C(=O)Cn2nnc(-c3ccc(OC)c(OC)c3)n2)c(OC)c1	-10	0.8	-1.5	-0.5	2	28	7	-5	4
COc1cc2nc(CN(C)Cc3ccc(OC)c(OC)c3OC)[nH]c(=O)c2cc1OC	-1	-0.5	-4.3	.	1	2	1	-5	6

Already shown: 4 of the compounds above.
structure	PrPC surface inh	Mtb UGM inh	FadD28 binding	BioA inh	FBA Mtb inh	BoNT-F LC inh	MazEF act	GDH-TPI inh	Rv3671c protease
COc1c2ccoc2c(OC(C)=O)c2oc(C)cc(=O)c12	-12	-4.9	-2.2	0.1	-1	-11	5	4	8
CC(=O)n1c(-c2ccccc2)c(-c2ccccc2)n(C)c1=O	5	2.3	0.0	.	50*	-1	-2	-4	-2
COc1ccc(S(N)(=O)=O)cc1C(=O)OCC(=O)N1c2ccccc2NC(=O)C1(C)C	1	1.8	-1.8	0.7	5	-6	4	10	-6
COC(=O)c1nn(Cc2ccccc2)c(=O)c2ccccc12	2	-0.4	0.4	-0.2	-1	14	-3	7	-2

An unsorted share of the library; about 4.8% have a hit in one of these screens.
